# PfM18AAP inh = PfM18AAP enzyme inhibition | recombinant PfM18AAP, H-Glu-NHMec fluorogenic cleavage | inhibition, % at 7.35 µM | hit rate 1.2% among 290,000;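 active = inhibition above the campaign mean inhibition over all tested compounds plus 3 SD, cut at about 28% in these data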;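 also: 0% = plate median of test compound wells and 100% = 2 mM ZnCl2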
# MEKK2wt PB1 HTS = raises or lowers MEK5 binding to wildtype human MEKK2 PB1 domain; AID 1531; binding response (% of control), % at 10 µM; Q9Y2U5; hit rate 1.1% among 290,000; bead flow cytometry, Alexa488-MEK5 binding to MEKK2 WT; actives lie on both sides; in the data active = binding response below about 67% or above about 130%
# HCV NS3 hel inh = inhibitors of Hepatitis C virus NS3 helicase. NS3 helicase DNA unwinding, Cy5 molecular beacon fluorescence. inhibition, % at 10.9 µM. hit rate 0.56% among 290,000. AID 1800;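 active = inhibition above the mean of all tested compounds plus 3 SD, set per campaign, cut at about 35% in these data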;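 also: 0% = DMSO wells and 100% = thioflavine S control wells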
#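 test system = hepatitis C virus NS3 helicase domain fragment enzyme | reagent = annealed dual-labelled DNA beacon duplex, ATP-started | times = 1 h at 25 °C | detection = Cy5 fluorescence, 0 and 60 min reads | read-out basis = percent inhibition from t60/t0 fluorescence ratio | control set = DMSO and thioflavine S | replication = one well per compound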
# VIM-2 inhibitor = blocks Pseudomonas aeruginosa VIM-2 metallo-beta-lactamase; purified VIM-2, nitrocefin hydrolysis, epi-absorbance fluorescence; inhibition, % at 5.6 µM; hit rate 0.89% among 290,000; AID 1527;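 active = inhibition above the mean of all tested compounds plus 3 SD, cutoff set per screening run, cut at about 7.5% in these data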;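 also: red hydrolysis product quenches plate fluorescence so inhibitors raise well fluorescence; 0% = enzyme with DMSO and 100% = DMSO without enzyme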
# FID counter = displaces DNA intercalator in HCV helicase counter-screen. DNA fluorescent intercalator displacement, fluorescence. inhibition, % at 7.9 µM. hit rate 0.17% among 290,000; in the data active = inhibition above about 37%;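 also: 0% = vehicle and 100% = reference compound; higher means more ethidium bromide displaced from hairpin DNA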
# UBC9 SUMO inh = blocks human SUMOylation mediated by UBC9; HTRF SUMOylation assay, SAE1/SAE2 + UBC9, in vitro; inhibition, % at 35 µM; P63279; hit rate 0.36% among 290,000; in the data active = inhibition above about 50%, passing the limit was not always enough; also: strong numbers were not always called active
# Target sequence (P63279 whole entry, looked up): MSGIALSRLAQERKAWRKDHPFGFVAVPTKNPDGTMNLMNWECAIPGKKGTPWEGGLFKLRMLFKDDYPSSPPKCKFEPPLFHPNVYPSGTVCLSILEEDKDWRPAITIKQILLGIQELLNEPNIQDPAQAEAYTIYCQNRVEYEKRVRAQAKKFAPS
# NALP1 yeast inh = inhibitors of NALP1 inflammasome in yeast; AID 2071; S. cerevisiae NALP1/ASC/caspase-1 growth, X-gal OD620, 72 h; inhibition, % at 10 µM; hit rate 0.61% among 280,000; in the data active = inhibition mostly above about 24%, no sharp cut-off; inactive = mostly below about 32%; also: some compounds called inactive have numbers as strong as hits
# IMP-1 inhibitor = blocks Pseudomonas aeruginosa IMP-1 metallo-beta-lactamase; inhibition, % at 5.6 µM; AID 1556; hit rate 0.45% among 290,000; purified IMP-1, nitrocefin hydrolysis, epi-absorbance fluorescence;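 active = inhibition above the mean plus 3 SD of all compounds in the same screening run, cut at about 4.5% in these data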;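 also: 0% = IMP-1 with DMSO and 100% = DMSO wells lacking enzyme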
#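 System – purified recombinant IMP-1 beta-lactamase · Input – IMP-1 dispensed at 0.2 nM · Timing – 15 min preincubation plus 25 min reaction at 25 °C · Signal – Epi-absorbance fluorescence, 480 nm excitation, 530 nm emission · Measure – percent IMP-1 inhibition derived from blank-referenced optical density · Controls – Enzyme-plus-DMSO low control, enzyme-free DMSO high control · Replication – singlicate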
# MEKK2mut PB1 HTS = signal of MEK5 binding to mutant human MEKK2 PB1 domain; bead flow cytometry, Alexa488-MEK5 binding to MEKK2 mutant; percent response, % at 10 µM; hit rate 0.35% among 290,000; in the data active = percent response above about 24%, passing the limit was not always enough; also: inactives centre near 1; some results filed as inactive read as strong as hits
# Numbers without * were called inactive; nt = no result given; [ ] = dose if it differs, or a comment.
item	SMILES	PfM18AAP inh	MEKK2wt PB1 HTS	HCV NS3 hel inh	VIM-2 inhibitor	FID counter	UBC9 SUMO inh	NALP1 yeast inh	IMP-1 inhibitor	MEKK2mut PB1 HTS
1	COc1cccc(C2=NOC(C(=O)NCc3cccnc3)C2)c1 (stereo not drawn)	-2.7	97.0	-1.0	-1.4	-4.4	2.5	3.1	-2.2	-2.0
2	COc1ccc(N=C(N(C)C)P(=O)(N(C)C)N(C)C)cc1	-16.5	103.0	8.3	-0.3	4.4	12.2	18.1	-1.7	2.0
3	O=C(CCn1ccc2cc(S(=O)(=O)N3CCCC3)ccc21)NCc1cccc(F)c1	-15.6	101.0	-10.6	-1.4	-23.0	13.8	22.3	-2.7	0.0
4	O=C(NN1CCOCC1)c1cccc(Cl)c1	4.9	100.0	3.6	-2.4	-5.2	5.5	16.2	-2.4	-5.0
5	Oc1ccccc1CNc1ncc(Br)cc1Br	-1.6	99.0	-10.4	-0.9	1.9	-18.3	5.1	-1.5	3.0
6	CC(C)(O)C(=O)NNC(=S)Nc1ccc(F)c(Cl)c1	18.1	97.0	-7.6	4.6	-2.9	-1.9	-21.3	-6.8	-4.0
7	O=C1CC(C(=O)NCc2ccccc2)C2(CCCC2)O1 (stereo not drawn)	-1.4	103.0	-2.4	-2.5	1.4	-6.5	21.2	0.3	2.0
8	Cc1ccc([N+](=O)[O-])c2c1C(N1CCCC1)C(C)(C)O2 (stereo not drawn)	-1.3	108.0	5.8	-2.6	-3.2	-3.7	-5.3	-2.5	6.0
9	CC(NC(=O)CSc1ncnc2nc[nH]c12)c1ccccc1 (stereo not drawn)	-9.4	101.0	-4.0	-0.5	-1.5	8.3	36.7	-0.6	-1.0
10	O=c1[nH]c2ccccc2n1CCCSc1cnc2ccccc2n1	10.5	99.0	-3.2	0.9	-18.2	-2.2	2.3	-3.4	8.0
11	Cc1ccc(S(=O)(=O)NCC(=O)OCC(=O)N2CCc3ccccc32)cc1	7.3	105.0	5.8	-0.6	-15.0	6.7	-5.2	0.1	10.0
12	COCC(=O)NCCc1nc(-c2ccccc2)cs1	-7.7	99.0	-5.5	-4.2	-2.1	21.4	6.3	-2.2	-7.0
13	CC1(C)CC(=O)C2=C(C1)N(CCN1CCOCC1)C1=C(C(=O)CC(C)(C)C1)C2c1cccc(Cl)c1	5.1	103.0	3.0	-3.4	-29.0	4.2	4.7	-3.7	3.0
14	CCOC(=O)Cc1csc(NC(=O)c2ccoc2C)n1	-18.4	90.0	-0.8	-1.8	-6.2	-1.6	43.4	-0.2	-10.0
15	O=C(O)C(=O)/C(=C\c1ccc([N+](=O)[O-])cc1)c1ccc2ccccc2n1	1.5	93.0	-6.3	-2.5	3.6	12.1	-3.2	-2.0	2.0
16	CCOC(=O)CSc1nnc(CNC(=O)Cc2ccccc2)n1-c1ccccc1OC	-3.3	99.0	13.1	-1.5	-30.8	1.4	10.7	-4.1	5.0
17	CCn1nc(C)cc1C(=O)NC1CCCc2c1cnn2-c1cc(F)cc(F)c1 (stereo not drawn)	0.4	105.0	-0.1	-2.8	-49.7	3.0	2.4	-2.6	5.0
18	O=C1NN(c2cccc(Br)c2)C(=O)/C1=C/c1ccc(-c2cc([N+](=O)[O-])ccc2O)o1	-1.0	29.0*[inhibitor]	18.1	-1.9	-0.1	18.7	nt	-1.1	-15.0
19	COc1ccc(C2=NCCNC(C(F)(F)F)=C2)cc1	3.9	98.0	6.5	-2.6	7.5	7.6	5.7	-2.8	1.0
20	CC(C)(C)c1ccc(-c2nnc(SCCN3C(=O)c4ccccc4C3=O)o2)cc1	-0.1	99.0	-9.9	-3.6	-18.3	-6.4	8.5	-3.1	-6.0
21	NC1=NC2(CCCCC2)N=C(Nc2ccc(F)cc2F)N1	-3.1	99.0	-0.3	-0.4	-4.4	7.3	11.8	-2.0	-4.0
22	CSc1nnc(C)c(=O)n1COC(=O)COc1ccccc1C	-3.4	88.0	7.7	-1.2	4.1	7.4	25.0	-0.1	5.0
23	Cc1ccc(OCC(=O)Nc2ccc(C)c(S(=O)(=O)N3CCCCCC3)c2)c([N+](=O)[O-])n1	0.1	106.0	0.6	-0.9	-12.1	-9.5	-6.0	-3.0	-41.0
24	Cc1ccc(N(CC(=O)NC2CCCCC2C)S(=O)(=O)c2c(C)nn(C)c2C)cc1 (stereo not drawn)	0.8	101.0	-11.6	-2.2	-59.2	-20.4	6.9	-1.4	1.0
25	Cc1cc(NC(=O)c2noc3c2CCCC3)nn1Cc1ccc(Cl)cc1	-6.3	99.0	4.8	-4.2	-23.3	-7.6	12.2	-4.2	0.0
26	CCOc1ccccc1N1CC(C(=O)N2CCc3ccccc32)CC1=O (stereo not drawn)	0.2	100.0	-1.3	-1.6	-28.5	3.4	28.8	-2.7	1.0
27	CCOC(=O)C1=C(C)OC(N)=C(C#N)C1c1cc2c(cc1Br)OCO2 (stereo not drawn)	0.7	90.0	-14.4	-2.6	-8.1	-2.6	10.6	-1.2	-3.0
28	COc1ccc(C2NC(=O)CCC2[N+](=O)[O-])c(OC)c1OC (stereo not drawn)	-1.5	99.0	10.3	-0.3	1.1	-3.9	7.7	-2.4	1.0
29	Cc1c(C(=O)Nc2ccncc2)sc2nc(-c3ccccc3)cn12	-1.4	87.0	-6.7	-1.7	-3.2	-9.6	nt	-0.7	-6.0
30	O=C(O)c1ccccc1C(=O)c1cccc2ccccc12	2.5	105.0	10.2	30.6*	-0.8	-2.8	8.5	-2.5	5.0
31	CC(=O)c1cc(C#N)c(N2CCCCC2)nc1C	-12.1	94.0	8.0	0.5	-7.0	0.1	-14.6	-0.9	-4.0
32	CCOC(=O)N1CCC(NC(=O)C2CCN(C(=O)N3CCOc4ccccc43)CC2)CC1	-7.0	100.0	-7.7	-0.5	-38.6	20.6	13.6	-3.0	-2.0
33	Cc1nc([N+](=O)[O-])c(Br)n1CC(=O)c1ccc(F)cc1	8.8	93.0	5.7	-2.2	6.4	2.8	7.9	-2.0	-6.0
34	CCCCn1c(C2CCCCC2)nc2cc3[nH]c(=O)c(C(C)C)nc3cc21	-4.6	81.0	-31.1	-2.8	-36.8	23.9	14.0	-6.9	-4.0
35	CCOC(=O)C(C(=O)OCC)C1CS(=O)(=O)CC1C(C(=O)OCC)C(=O)OCC (stereo not drawn)	-8.3	102.0	-6.0	-1.4	-18.0	12.9	-9.0	-2.2	5.0
36	C[C@H]1CN(Cc2ccccc2)C(=O)[C@@H]1CC(=O)NCc1ccccc1	-8.3	102.0	8.7	-1.8	-23.9	15.3	3.3	-3.6	0.0
37	Cc1noc(C)c1COc1ccc(C(=O)OCC(=O)c2ccc3c(c2)OCCO3)cc1	6.4	93.0	-5.2	-2.7	-2.1	-0.4	-1.3	-2.5	0.0
38	Fc1ccc(-c2nc(-c3cccs3)no2)cc1	-3.6	92.0	1.5	-3.1	-6.2	-12.8	nt	-1.9	-5.0
39	CCCCCCC1CCC(C(=O)N2CCOCC2)CC1 (stereo not drawn)	1.1	104.0	9.2	-1.4	-9.4	-4.2	6.2	-3.4	2.0
40	Clc1ccc2[nH]c3c(NCCN4CCOCC4)ncnc3c2c1	-11.4	114.0	3.6	4.5	9.7	9.8	1.1	0.3	8.0
41	Cc1ccccc1NS(=O)(=O)c1ccc(C(=O)N2CCN(c3ccccc3O)CC2)cc1	14.7	112.0	-0.5	-1.4	-38.4	-10.8	2.1	-2.3	7.0
42	COC(=O)[C@H](C)NC(=O)NC1CCN(Cc2ccccc2)CC1	-9.8	108.0	1.8	-3.5	4.1	10.6	9.3	-6.1	4.0
43	COC(=O)c1c(NC(=O)CN2CCN(c3ccccc3Cl)CC2)sc(C)c1C	1.1	115.0	-1.6	1.2	1.7	17.4	14.6	-1.6	22.0
44	Cc1cc(C)cc(NC(=O)Nc2ccc(-n3ccc(C(F)(F)F)n3)cc2)c1	-1.8	97.0	0.0	0.2	-8.7	6.2	nt	-0.6	-35.0
45	COc1ccc(-c2nn3c(-c4ccccn4)nnc3s2)cc1OC	-15.8	108.0	9.6	12.2*	-13.8	10.1	-9.8	-2.0	9.0
46	O=C(OCC(=O)N1CCN(C(=O)c2ccco2)CC1)c1ccccc1C(=O)c1ccc(Cl)cc1	0.6	102.0	-3.2	-4.4	-32.0	11.0	10.8	-2.7	1.0
47	Cc1ccc(N2C(=O)CC(N3CCN(S(=O)(=O)c4ccccc4)CC3)C2=O)c(C)c1 (stereo not drawn)	2.5	105.0	-2.4	-2.2	-46.7	1.2	13.1	-1.3	7.0
48	CCCSc1ncccc1C(=O)O	-0.6	105.0	-6.3	-1.7	-0.6	19.6	-11.7	-1.6	1.0
49	C1CN(CC23CC4CC(CC(C4)C2)C3)CCO1	2.5	101.0	-4.4	0.0	3.4	6.9	37.5	0.0	9.0
50	CC(C)(C)c1ccc(C(=O)CC(=O)c2cc(Cl)ccc2O)cc1	2.2	91.0	7.3	-1.7	-7.0	15.0	-8.9	-2.9	-9.0
51	COc1ccc(NC(=S)NC(NC(=O)c2ccccc2Cl)C(Cl)(Cl)Cl)c([N+](=O)[O-])c1 (stereo not drawn)	4.8	106.0	4.3	-2.3	7.1	-16.6	-9.6	-5.3	6.0
52	Cc1ccc(NC(=O)NC2CCN(CC(=O)Nc3nccs3)CC2)cc1	-2.5	89.0	6.9	-3.5	-0.9	-3.3	-11.0	-3.6	-6.0
53	Cc1ccc(NC(=O)[C@@H]2CCCN2S(=O)(=O)c2ccccc2C(F)(F)F)cc1S(=O)(=O)N1CCOCC1	-6.5	100.0	-3.6	1.0	-34.2	-5.8	36.4	-2.1	-1.0
54	CC1(C)NC(=O)N(CC(=O)Nc2nc(-c3ccc(F)cc3)cs2)C1=O	-14.6	nt	-3.4	-4.2	-4.2	2.7	-1.2	-7.4	nt
55	Fc1ccc(Sc2ccccc2CNC2=NCCN2)cc1	-7.9	101.0	-30.8	-0.1	11.0	28.3	43.0	1.1	-2.0
56	CCO[C@@H]1OC(C(=O)N2CCN(C)CC2)=C[C@H](c2coc3ccccc3c2=O)[C@H]1CCCO	1.2	107.0	-0.7	-1.8	-3.5	2.1	18.5	-2.6	8.0

# Single records (already shown).
# C1CN(CC23CC4CC(CC(C4)C2)C3)CCO1 across the screens: PfM18AAP inh: 2.5; MEKK2wt PB1 HTS: 101.0; HCV NS3 hel inh: -4.4; VIM-2 inhibitor: 0.0; FID counter: 3.4; UBC9 SUMO inh: 6.9; NALP1 yeast inh: 37.5; IMP-1 inhibitor: 0.0; MEKK2mut PB1 HTS: 9.0
# CC(C)(C)c1ccc(C(=O)CC(=O)c2cc(Cl)ccc2O)cc1 across the screens: PfM18AAP inh: 2.2; MEKK2wt PB1 HTS: 91.0; HCV NS3 hel inh: 7.3; VIM-2 inhibitor: -1.7; FID counter: -7.0; UBC9 SUMO inh: 15.0; NALP1 yeast inh: -8.9; IMP-1 inhibitor: -2.9; MEKK2mut PB1 HTS: -9.0

# This is a random part of the collection. Share with any hit: about 4.7%.
